FN deposition inh = fibronectin deposition inhibition. AH1F fibroblasts, Alexa488-fibronectin deposition fluorescence, overnight. 350,000 compounds, 0.086% hits. inhibition, % at 12.6 µM. AID 743247;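 active = mean inhibition across replicates of 30% or more, regardless of how many single replicates reach that level; inconclusive = mean under 30% yet at least half of replicates reach 30%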;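 also: positive control wells lacked labelled fibronectin entirely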
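Measured by – fluorescence 485/525 nm · System – AH1F fibroblast monolayer, labelled fibronectin deposition · Amount – 10000 cells per well · Buffer or medium – serum-reduced DMEM (2% serum) · Doses – single dose, pinned · Also added – fluorescent fibronectin at 24 nM final · Schedule – 1 h cell attachment, overnight exposure to compound and label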
PglD DTNB = PglD (C. jejuni) enzyme inhibition. purified PglD enzyme, DTNB colorimetric CoA detection. inhibition, % at 12.5 µM. 360,000 compounds, 0.098% hits. AID 602405; in the data active = inhibition above about 16%, passing the limit was not always enough; inconclusive = no clear call, values can overlap the other calls; also: strong numbers were not always called active
Statin myotox sup = protects C2C12 myotubes from simvastatin toxicity; ATP luminescence, 48 h; scaled: DMSO 0, geranylgeraniol control 100; rescue of ATP level, % at 7.49 µM; 330,000 compounds, 0.78% hits;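 active = mean ATP rescue above about 67%, or every replicate alone reaching that limit, limit read from the data, passing the limit was not always enough; inconclusive = no clear call, values can overlap the other calls; inactive = mean under the limit and some replicate under it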;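 also: myotubes were challenged with 10 µM simvastatin during compound exposure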
Cneo AK release = causes C. neoformans cell lysis; lysis activity, % at 15 µM; AID 651654; 360,000 compounds, 0.2% hits; adenylate kinase release luminescence, 4 h; normalised: neutral wells 0, clomiphene wells 100;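 active = mean lysis activity across replicates of at least 80%, whatever share of replicates individually reach that level; inactive = mean lysis activity below 80%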
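Test system: log-phase Cryptococcus neoformans yeast cells. Input: 5 × 10^6 yeast cells/mL. Medium: fresh YPD growth medium. Doses: single dose. Incubation: static 4 h at 37 °C with compound, 1 h detection. Measured by: luminescent adenylate kinase detection reagent. Read-out: signal increase indicating cell lysis. Benchmarks: Clomiphene.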
INS-1E GSIS act = primary screen for activators of insulin secretion dependent on glucose, INS-1E cells, GLuc reporter luminescence; activation, % at 16.6 µM; 370,000 compounds, 0.61% hits; INS-1E GLuc reporter insulin secretion, 2-3 h;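 active = lowest replicate activation of at least 40%, so every replicate reaches that level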;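 also: 0% = median of neutral control wells and 100% = median of IBMX positive control wells; some compounds called inactive have numbers as strong as hits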
CFTR F508del cor = correctors of CFTR F508del function in bronchial epithelial cells; CFBE cells, YFP halide quenching; stimulated with forskolin plus potentiator P3; % fluorescence drop versus neutral controls; activity (quench increase), % at 7.58 µM; 350,000 compounds, 0.36% hits;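 active = mean added fluorescence quench of at least 8% versus neutral control, with both replicates also reaching 8%; inconclusive = only one of the mean or replicate conditions met; inactive = mean below 8% and not both replicates reaching 8%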;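 also: cells transiently co-express mutant CFTR-F508del with the halide-sensitive YFP; corrector assay measuring rescue of mutant channel to the surface after 24 h compound exposure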
PGC1a acetyl inh = lowers PGC1a acetylation signal in U2OS cells. AlphaScreen anti-acetyl-lysine; with virally co-expressed GCN5 acetyltransferase. inhibition, % at 15.6 µM. 350,000 compounds, 0.17% hits;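 active = every replicate shows inhibition of at least 40%; inconclusive = mean inhibition at least 40% but some replicate below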;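 also: 0% = neutral control wells and 100% = positive control wells; some results beyond the cut were filed as inactive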
miR-122 sensor = inhibitors of miR-122 in Huh7 cells; Huh7 miR-122 Renilla luciferase sensor, 48 h; neutral wells = 0, positive control = 100; 340,000 compounds, 0.3% hits; AID 602342; activation (reporter increase), % at 12.5 µM;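 active = mean replicate activation score at least 90 and every replicate individually at or above 90; inconclusive = only one of the two criteria met; inactive = neither criterion met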;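 also: higher luciferase means less miR-122 activity so hits act as miR-122 inhibitors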
Active calls of the source: *; ? = inconclusive; nt = no result given; & = joins results of further samples; [ ] = another dose, or the depositor's remark.

Each structure is followed by: PglD DTNB	INS-1E GSIS act	Cneo AK release	CFTR F508del cor	PGC1a acetyl inh	Statin myotox sup	miR-122 sensor	FN deposition inh
> COc1cnc(-c2ccccn2)nc1Sc1ccc(Cl)cc1
 : 2	nt	5	nt	nt	-3	10	2
> CC(C)CC#Cc1ccc2c(c1)O[C@@H](CN(C)C(=O)c1ccccc1)[C@@H](C)CN([C@@H](C)CO)S2(=O)=O
 : 6	-21	1	2.5	4	-4	1[16.7 µM]	nt
> C[C@H]1CN([C@@H](C)CO)C(=O)c2cccc(NC(=O)C3CC3)c2O[C@H]1CN(C)C(=O)Nc1ccc2c(c1)OCO2
 : 1&-2	7	0&1	2.5&1.1	1&-33	-7&-7	-2[16.7 µM]	10
> C=CCn1c(C(C)NC(=O)CC)nc2ccccc21 (stereo unspecified)
 : -1	-2	1	3.3	7	2	-6	nt
> Clc1ccc(-c2nnc(-c3ccccc3Cl)o2)cc1
 : -2	-21	-1	nt	1	-14	25	9
> CC(C)C[C@@H](CNCC(=O)[C@H](Cc1c[nH]c2ccccc12)NC(=O)c1[nH]cnc1C(=O)N[C@@H](C)CN)NC(=O)c1nc[nH]c1C(=O)N[C@@H](CC(=O)O)C(=O)O
 : 0	2	-2	-6.1	nt	-1	0	-7
> Cc1cccc(NS(=O)(=O)c2ccc(C(=O)NCC3(N4CCCCC4)CCCCC3)cc2)c1C
 : 4	11	0	-4.1	6	-62	4	-13
> OCC1OC(c2ccccc2)OC2COC(c3ccccc3)OC12 (stereo unspecified)
 : -3	4	1	-1.0	9	4	3	0
> Cc1cccc(/C=C/C(=O)c2ccc([N+](=O)[O-])o2)c1
 : 2	-37	-1	-4.6	nt	20	nt	65*
> O=C(COC(=O)C1CCN(S(=O)(=O)c2cccs2)CC1)NCc1ccccc1
 : 12	2	2	-1.9	-3	-1	-3	1
> CC(C)C(=O)Nc1ccc2c(c1)C(=O)N(C)[C@H]1CC[C@H](CC(=O)O)O[C@H]1CO2
 : -2	11	-3	0.1	1	-14	17[16.7 µM]	5
> COc1ccc(C2CC2/C(C)=N/OC(=O)c2cccs2)cc1 (stereo unspecified)
 : -1	nt	-2	nt	7	-7	1	nt
> COc1ccc(NC(=O)N[C@H]2CC[C@H](CCNC(=O)c3ccccc3F)O[C@H]2CO)cc1
 : 3	-2	2	3.4	3	3	nt	-1
> O=C(CNC(=O)c1cc(Cl)cc([N+](=O)[O-])c1)OCC(=O)N1CCCCC1
 : 4	21	-1	-0.4	nt	5	nt	7
> COc1ccc(NC(=O)c2ccc(-c3nn(C)c(=O)c4ccccc34)cc2)cc1
 : -2	6	8	-2.3	6	-2	-5	-3
> O=C(NC1CCCC1)c1cc2c(=O)n3ccccc3nc2s1
 : 0	27	-1	-4.4	-6	6	4	-7
> Cc1ccc(O)c(N=Nc2nccs2)c1
 : -1	3	-1	2.7	10	-1	8	2
> CN(Cc1ccccc1Cl)C(=O)CNC(=O)C12CC3CC(CC(C3)C1)C2
 : -4	-23	1	4.5	0	0	-8	3
> C[C@H]1CN([C@@H](C)CO)C(=O)Cc2cc(NC(=O)Nc3ccc4c(c3)OCO4)ccc2O[C@H]1CN(C)C
 : -3	6	55	2.9	3	15	-3[16.7 µM]	nt
> Clc1ccc2c(c1)C(c1cccs1)=NNC(c1cccnc1)=N2
 : 2	nt	0	nt	-3	3	3	5
> O=C(Nc1ccnn1C1CCN(C2CCCC2)CC1)c1ccccc1
 : nt	0	0	-4.7	nt	nt	nt	0
> COC(=O)c1ccc(C)c(NC(=O)CCSc2ccc(C)cc2)c1
 : -2	8	1	nt	-9	-5	-4	1
> O=C(CCc1ccccc1)Nc1cc(S(=O)(=O)N2CCOCC2)ccc1N1CCCC1
 : 5	-12	3	-6.8	-2	0	-4	nt
> COC(=O)[C@H](Cc1ccccc1)NC(=O)N1Cc2ccccc2C[C@H]1C(=O)OC
 : 8	-14	1	-0.5	19	-2	-7	4
> O=C(Nc1nnc(COc2ccccc2)s1)c1ccco1
 : -1	nt	5	nt	-1	-13	0	8
> CCOC(=O)[C@@H]1[C@H]2COc3cc(OC)ccc3[C@@H]2N2C(=O)N(c3cccc(Cl)c3)C(=O)[C@]12C
 : 2	nt	-1	nt	-10	17	5	nt
> CN1c2ccccc2C2(C)CCCC3=Cc4cccc([N+](=O)[O-])c4OC312 (stereo unspecified)
 : 6	-32	1	nt	-69	-37	-16	7
> O=C(CCC1CCCCC1)NCc1cccnc1
 : 0	-3	-4	2.7	nt	20	nt	-8
> CCC(=O)N1C[C@H](C)[C@H](OC)CN(C)C(=O)c2cc(NC(=O)Nc3ccc(Cl)cc3)ccc2OC[C@H]1C
 : 0	-1	-2	-0.2	-2	13	13[16.7 µM]	-5
> COc1ccc(C(=O)Nc2ccc(Nc3ccccc3)cc2)cc1[N+](=O)[O-]
 : -7	5	-1	-2.0	7	-14	-25	3
> Cc1ccc(-c2ccc3c(c2)O[C@@H](CN(C)Cc2ccccc2)[C@@H](C)CN([C@H](C)CO)S3(=O)=O)cc1
 : -1	-11	15	0.5	-5	-8	-3[16.7 µM]	11
> Cc1nc(CSc2n[nH]c(=O)n2-c2cccc(F)c2)cs1
 : -9	nt	-3	-4.3	0	-3	nt	-7
> O=C(Nc1ccc(F)cc1)c1cc(S(=O)(=O)N2CCCCC2)ccc1F
 : 2	-5	-1	2.2	nt	2	-4	6
> C=CCn1cc(C(=O)NCC2CCCO2)c(=O)c2cc(S(=O)(=O)N3CCCCCC3)ccc21 (stereo unspecified)
 : 4	nt	2	nt	-8	-4	8	7
> CCCN(CCC)c1ncnc2c1cnn2-c1ccc(OC)cc1
 : -1	nt	-5	nt	6	0	5	nt
> Cc1c(Cl)c([N+](=O)[O-])nn1CCCC(=O)Nc1cc(Cl)ccc1Cl
 : 1	-19	-2	nt	0	4	-2	8
> O=C(c1cnn(C(=O)c2ccco2)c1)c1cc(F)ccc1O
 : nt	9	nt	1.4	2	-12	nt	-4
> CCn1c(CNc2ccccc2Cl)nnc1SCC(=O)OC1CCCCC1
 : 0	nt	-1	nt	2	6	-3	nt
> COC(=O)/C=C/c1ccccc1CN1[C@@H](CC(=O)OC)c2ccccc2S1(=O)=O
 : -2	16	2	0.5	0	1	-3	8
> COc1ccc(S(=O)(=O)Nc2cccc3c2O[C@@H](CN(C)C(=O)Nc2c(C)noc2C)[C@@H](C)CN([C@@H](C)CO)C3=O)cc1
 : 1	0	0	-0.3	7	16	-1[16.7 µM]	nt

Single records, as listed above. Order of screens: PglD DTNB | INS-1E GSIS act | Cneo AK release | CFTR F508del cor | PGC1a acetyl inh | Statin myotox sup | miR-122 sensor | FN deposition inh
O=C(CCC1CCCCC1)NCc1cccnc1 across the screens: 0 | -3 | -4 | 2.7 | nt | 20 | nt | -8
O=C(Nc1ccc(F)cc1)c1cc(S(=O)(=O)N2CCCCC2)ccc1F across the screens: 2 | -5 | -1 | 2.2 | nt | 2 | -4 | 6

Further compounds follow.
Each structure is followed by: PglD DTNB	INS-1E GSIS act	Cneo AK release	CFTR F508del cor	PGC1a acetyl inh	Statin myotox sup	miR-122 sensor	FN deposition inh
> CC(C)NS(=O)(=O)c1ccc(NC(=O)Cc2ccsc2)cc1
 : 1	2	1	1.1	3	-4	0	6
> CC(=O)c1c(C(C)=O)c(C)n(C(c2ccccc2)c2ccccc2)c1C
 : nt	-17	nt	-2.7	-2	nt	nt	-13
> COc1ccc(NCc2ccc3c(c2)OCO3)cc1Cl
 : 1	17	-8	0.3	13	?	6	nt
> Cc1cc(C)cc(Oc2coc3c(CN(C)C)c(O)ccc3c2=O)c1
 : 4	5	-1	-2.2	nt	0	nt	4
> CCOC(=O)C1(Cc2cccc(F)c2)CCN(C(=O)c2ccoc2C)CC1
 : nt	19	nt	4.3	0	nt	nt	6
> CC(Oc1ccc(Cl)cc1C(N)=O)C(=O)N1CCc2ccccc21 (stereo unspecified)
 : -5	-18	1	3.6	nt	5	-5	4
> CC(=O)c1cccc(Nc2cc(C)nc3ccc(C)cc23)c1
 : nt	4	nt	4.5	-3	nt	nt	8
> COc1cc(OC)cc(C(=O)NCC(=O)NCCN2C(=O)S/C(=C\c3ccc4c(c3)OCO4)C2=O)c1
 : -9	-2	2	0.9	nt	-5	nt	-4
> Cc1ccc(S(=O)(=O)Nc2ccc(C(=O)NC3CC3)cc2)cc1
 : -3	0	-1	-0.8	nt	nt	nt	0
> Clc1ccc(-c2ccc(C=Nc3ccc(N4CCOCC4)cc3)o2)c(Cl)c1
 : 1	-7	-1	2.1	7	-3	-5	7
> COc1ccc(NC(=O)CS(=O)c2ccccc2Cl)cc1 (stereo unspecified)
 : 4	-8	0	-1.1	5	nt	3	nt
> C[C@@H]1CN([C@@H](C)CO)S(=O)(=O)c2ccc(C3=CCCC3)cc2O[C@@H]1CN(C)C(=O)C1CC1
 : nt	-6	nt	0.4	-21	-12	3[16.7 µM]	0
> CN(C(=O)CSc1nc2sc3c(c2c(=O)n1C)CCC3)C1CCS(=O)(=O)C1 (stereo unspecified)
 : 1	-8	0	-2.6	nt	-15	nt	-1
> COc1ccc(N(C(=O)c2snc(C(N)=O)c2N)C(C(=O)NC2CCCC2)c2ccco2)cc1 (stereo unspecified)
 : 2	nt	-6	0.6	nt	-8	-12	-3
> O=C(COC(=O)c1cnccn1)NC1CCCc2ccccc21 (stereo unspecified)
 : -2	nt	1	-2.8	11	8	nt	-9
> CCOC(=O)/C(C(=Nc1ccccc1)Nc1ccccc1)=C(\C)O
 : -11	-12	-1	-2.1	nt	-6	5	-5
> N#Cc1c(NC(=O)COC(=O)c2nccnc2N)sc2c1CCCC2
 : 8	-16	-1	2.9	nt	1	-1	2
> CCc1nc2c(OCc3ccccc3OC)cccn2c1N(C)C(=O)C(C)C
 : -1	nt	3	0.6	8	3	1	9
> Cc1ccc2c(c1)CCCN2C(=O)c1ccoc1C
 : 4	nt	-1	nt	nt	17	6	nt
> Cc1nn(CC(=O)Nc2ccc(C#N)cc2)c(C)c1[N+](=O)[O-]
 : nt	3	nt	0.5	10	1	-1	3
> COc1ccc(C(=O)NC(=S)Nc2ccc(N3CCN(C(C)=O)CC3)cc2)cc1[N+](=O)[O-]
 : nt	2	nt	0.2	-1	nt	nt	-1
> Cc1noc(C)c1NC(=O)N(C)C[C@@H]1Oc2ncc(C#CC(C)C)cc2C(=O)N([C@H](C)CO)C[C@H]1C
 : 0	0	0	1.3	2	0	2[16.7 µM]	3
> O=C(Cc1ccccn1)N[C@@H]1CC[C@@H](CC(=O)N2CCCCC2)O[C@@H]1CO
 : 1	7	3	0.5	-12	0	nt	-8
> CN(C)C(=O)c1cccc(-c2ccc(C3[C@H]4CNC[C@@H]3N4CC3CCCCC3)cc2)c1 (stereo partly specified)
 : nt	-22&0	nt	3.2&-0.3	2	nt	nt	-8&1
> CC(C)Sc1nc2c(cnn2-c2ccc(F)cc2)c(=O)[nH]1
 : -2	15	-4	-1.2	0	-13	-3	2
> O=C(NC1CCCC1)N1CCCCN2[C@@H](CO)[C@H](c3ccc(-c4cccnc4)cc3)[C@@H]2C1
 : -1	-1	6	2.9	5	-2	7[16.7 µM]	-4
> Cc1cc(NC(=O)CSc2nc3c(c(=O)n2-c2ccc(Cl)cc2)SCC3)no1
 : 1	nt	0	nt	-11	20	5	-5
> Cc1ccc(C(=O)NCCNS(=O)(=O)c2ccccc2)cc1
 : -3	nt	2	nt	-7	nt	3	-1
